tim10-1 inh – growth inhibitors of tim10-1 mutant yeast, primary screen, luminescence, uHTS | S. cerevisiae tim10-1 ts strain growth, BacTiter-Glo, 24 h | inhibition, % at 20 µM | 330,000 compounds, 2.2% hits | AID 463190, 2010;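 active = inhibition of at least 40%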;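 note: mutant grown at 25 °C; 0% = DMSO wells with yeast and 100% = wells holding no yeast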
UPR CHOP act – activators of apoptotic CHOP UPR arm, primary screen, cell-based, CHO-CHOP luciferase reporter, luminescence, uHTS; UPR activation; percent of tunicamycin response over DMSO baseline; activation, % at 10 µM; 330,000 compounds, 0.34% hits; AID 449763, 2010;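 active = at 10 µM dose, activation of 40% or more, normalized to positive control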;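 note: 100% = tunicamycin at 10 µg/mL and 0% = DMSO alone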
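assay system = CHO CHOP reporter cells | amount = 500 CHO-CHOP cells per well | buffer or medium = F12 with 10% FBS | incubation = 16-18 h cell attachment, then 6 h compound exposure, 37 °C | detection = luminescence read with Steady-Glo | read-out = percent activation relative to tunicamycin control | controls = tunicamycin high control, DMSO low control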
NALP3 yeast inh – NALP3 inflammasome inhibitors in reconstituted yeast, primary screen, luminescence, uHTS; Yeast reconstituted NLRP3/ASC/caspase-1, beta-gal luminescence, 24 h; inhibition, % at 10 µM; 330,000 compounds, 0.39% hits;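 active = inhibition of 50% or more; inactive = inhibition below 50%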;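 note: plate controls were induced DMSO wells for no effect and uninduced yeast grown without galactose for full effect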
Mdm2 MdmX PPI – inhibitors of human Mdm2-MdmX association, primary screen, cell-based, luminescence, split luciferase, SaOS-2, uHTS. SaOS-2 split-luciferase Mdm2/MdmX complementation. inhibition, % at 8 µM. 330,000 compounds, 3% hits. AID 485346, 2010;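 active = inhibition of at least 50% at 8 µM in the primary screen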
Target sequence (O15151 whole entry, looked up): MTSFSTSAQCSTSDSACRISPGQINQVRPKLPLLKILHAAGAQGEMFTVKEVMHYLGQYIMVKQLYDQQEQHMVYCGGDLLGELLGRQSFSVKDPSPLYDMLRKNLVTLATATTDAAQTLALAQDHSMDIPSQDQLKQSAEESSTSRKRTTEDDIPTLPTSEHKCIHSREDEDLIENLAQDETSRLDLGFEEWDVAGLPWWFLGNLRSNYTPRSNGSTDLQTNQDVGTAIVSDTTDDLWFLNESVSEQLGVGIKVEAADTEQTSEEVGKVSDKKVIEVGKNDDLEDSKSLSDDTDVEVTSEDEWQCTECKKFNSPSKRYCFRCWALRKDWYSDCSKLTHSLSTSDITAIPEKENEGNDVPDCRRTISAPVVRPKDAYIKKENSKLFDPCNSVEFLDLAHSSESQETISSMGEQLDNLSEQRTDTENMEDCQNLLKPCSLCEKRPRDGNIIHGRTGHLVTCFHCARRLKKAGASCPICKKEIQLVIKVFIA
Target sequence (Q00987 whole entry, looked up): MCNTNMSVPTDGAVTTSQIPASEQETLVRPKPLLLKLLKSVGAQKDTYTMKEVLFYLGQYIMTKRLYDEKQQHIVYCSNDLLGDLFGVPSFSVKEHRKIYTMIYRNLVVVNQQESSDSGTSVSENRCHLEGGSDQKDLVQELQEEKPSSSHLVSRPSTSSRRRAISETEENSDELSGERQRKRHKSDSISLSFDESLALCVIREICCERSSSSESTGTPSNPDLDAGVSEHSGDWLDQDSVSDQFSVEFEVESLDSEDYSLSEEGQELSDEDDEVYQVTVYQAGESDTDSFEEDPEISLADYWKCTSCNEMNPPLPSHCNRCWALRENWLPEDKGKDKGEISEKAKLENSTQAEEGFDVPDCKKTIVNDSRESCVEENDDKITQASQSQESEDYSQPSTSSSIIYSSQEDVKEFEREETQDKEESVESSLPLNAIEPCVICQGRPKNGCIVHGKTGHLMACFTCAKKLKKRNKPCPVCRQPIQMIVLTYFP
APJ agonist – agonists of human apelin receptor APJ, primary screen, CHO-K1 cells, PathHunter beta-arrestin, luminescence. 0% DMSO wells, 100% apelin. 330,000 compounds, 0.11% hits. P35414. activation, % at 20 µM;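 active = activation more than six SD over the plate average, tested at 20 µM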;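 note: 0% = DMSO alone and 100% = apelin-13 at 10 nM; some results filed as inactive read as strong as hits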
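Assay system: CHO-K1 cells stably expressing ProLink-tagged human APJ and arrestin–beta-gal acceptor. Compound dosing: 20 µM single point, 1% DMSO. Times: 16-18 h seeding, 90 min dark compound exposure, 60 min detection. Detection: beta-gal luminescence. Evaluation: APJ–arrestin association signal. Controls: negative DMSO alone, positive Apelin-13 at 10 nM.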
XBP1 UPR activ – activators of adaptive XBP1 UPR arm, primary screen, cell-based, CHO-XBP1 luciferase reporter, luminescence, uHTS; IRE1-XBP1 UPR activation; percent of tunicamycin response, DMSO as zero; activation, % at 20 µM; 330,000 compounds, 0.33% hits;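 active = versus positive control, 20 µM dose yields 30% or more activation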;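 note: 100% = tunicamycin at 10 µg/mL and 0% = DMSO only wells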
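Assay system: IRE1-XBP1 luciferase reporter CHO line. Input: 1000 cells/well. Buffer or medium: F12 with 10% serum. Doses: 20 µM, 1% DMSO. Times: overnight seeding at 37 °C, 6 h compound treatment at 37 °C. Technique: Steady-Glo luciferase glow luminescence, 10 min after reagent addition.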
TIM10 inh – growth inhibitors of isogenic TIM10 control yeast, primary screen, counter-screen for tim10-1 yeast inhibitor project, luminescence, uHTS | S. cerevisiae TIM10 strain growth, BacTiter-Glo luminescence, 24 h | 330,000 compounds, 1.4% hits | inhibition, % at 10 µM | AID 463195, 2010;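 active = inhibition of 40% or more at the single tested concentration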;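 note: wild-type TIM10 isogenic control strain grown at permissive 25 °C; 0% = DMSO yeast wells and 100% = minimal medium wells without yeast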
NR3A LBD binder – binders of NR3A ligand-binding domain, primary screen, biophysical, differential scanning fluorimetry, uHTS; Glutamate receptor ionotropic, NMDA 3A (GRIN3A) ligand-binding domain; Tm shift relative to glycine control, % at 25 µM; NR3A LBD differential scanning fluorimetry, Tm shift; 0% = protein alone, 100% = glycine-bound protein; 340,000 compounds, 2.5% hits;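 active = melting temperature shift of at least 10% of the positive control shift, at one fixed dose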
tim23-1 inh – growth inhibitors of tim23-1 mutant yeast, primary screen, luminescence, uHTS; inhibition, % at 20 µM; 330,000 compounds, 1.3% hits; S. cerevisiae tim23-1 growth, BacTiter-Glo luminescence, 24 h;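 active = growth inhibition of the mutant yeast at or above 50%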;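 note: temperature-sensitive mutant grown at 25 °C; plate controls were DMSO-treated mutant yeast for no effect and medium wells lacking yeast for full effect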
Starred values were filed as active, the others as inactive.

Sample of the layout, 6 compounds:
SMILES	tim10-1 inh	UPR CHOP act	NALP3 yeast inh	Mdm2 MdmX PPI	APJ agonist	XBP1 UPR activ	TIM10 inh	NR3A LBD binder	tim23-1 inh
Fc1ccc(/C=N/Nc2nc(-c3cccnc3)nc3ccccc23)cc1	43*	6.0	25	10	3	2	22	4	49
CC1CC(C)CN(S(=O)(=O)c2ccc3c(c2)oc(=O)n3CC(=O)N(C)Cc2ccccc2)C1 (stereo unspecified)	1	-0.2	2	17	-1	-2	6	0	8
COc1ccc2nc3ccccc3nc2c1NC(=O)c1ccc(Br)cc1	2	0.2	15	21	4	1	-30	1	-13
CCC1(c2ccc(OC)cc2)NC(=O)N(CC(=O)N2CCc3ccccc32)C1=O (stereo unspecified)	-18	2.0	7	34	6	-1	-5	0	9
C=CC[C@@H](CC(=O)NCCO)C(=O)N[C@@H](COC(=O)[C@@H](CC=C)CC(=O)OC(C)(C)C)Cc1c[nH]c2ccccc12	8	-0.1	4	12	1	-3	1	-1	6
CCN(C(=O)c1cccc(Br)c1)c1ccccc1	18	-1.7	-7	20	-1	0	1	-2	14

The list itself, repeating the preview:
SMILES	tim10-1 inh	UPR CHOP act	NALP3 yeast inh	Mdm2 MdmX PPI	APJ agonist	XBP1 UPR activ	TIM10 inh	NR3A LBD binder	tim23-1 inh
Fc1ccc(/C=N/Nc2nc(-c3cccnc3)nc3ccccc23)cc1	43*	6.0	25	10	3	2	22	4	49
CC1CC(C)CN(S(=O)(=O)c2ccc3c(c2)oc(=O)n3CC(=O)N(C)Cc2ccccc2)C1 (stereo unspecified)	1	-0.2	2	17	-1	-2	6	0	8
COc1ccc2nc3ccccc3nc2c1NC(=O)c1ccc(Br)cc1	2	0.2	15	21	4	1	-30	1	-13
CCC1(c2ccc(OC)cc2)NC(=O)N(CC(=O)N2CCc3ccccc32)C1=O (stereo unspecified)	-18	2.0	7	34	6	-1	-5	0	9
C=CC[C@@H](CC(=O)NCCO)C(=O)N[C@@H](COC(=O)[C@@H](CC=C)CC(=O)OC(C)(C)C)Cc1c[nH]c2ccccc12	8	-0.1	4	12	1	-3	1	-1	6
CCN(C(=O)c1cccc(Br)c1)c1ccccc1	18	-1.7	-7	20	-1	0	1	-2	14
CCOC(=O)[C@H]1[C@H]2COc3ccc(Br)cc3[C@@H]2N2C(=O)c3cc(Br)ccc3NC(=O)[C@@]12C	26	1.5	10	39	3	-2	11	-5	16
CCc1ccc(C(=O)COC(=O)c2cc([N+](=O)[O-])ccc2NCCO)cc1	31	1.3	12	16	-3	2	32	3	38
COc1ccccc1NC(=O)C1CCN(S(=O)(=O)c2cccc3nonc23)CC1	-2	-0.1	11	8	-2	0	-21	-2	11
CCOc1ccc(NS(=O)(=O)c2cc(NC(=O)CCS(=O)(=O)c3ccc(C)cc3)ccc2OC)cc1	-6	1.1	15	6	1	-3	-13	-5	-5
CC1(C)Cc2ccccc2-c2nnc(C(F)(F)F)n21	11	-0.1	15	11	-2	-2	-9	1	11
O=C(NC1CCCCC1)C(c1cccnc1)N(C(=O)c1ccc(Cl)nc1)C1CCCCC1 (stereo unspecified)	-4	-2.1	9	25	-3	-2	-12	-3	7
CCCC[C@H]1COCCS(=O)(=O)N1Cc1cccc(Cl)c1	26	-0.3	16	16	-3	3	6	6	-6
CNC(=O)c1c(O)c2cccc3c2n(c1=O)CC3	-4	-1.7	54*	75*	-5	-3	37	0	37
CCOC(=O)c1cnc2nc(C)nn2c1N	3	0.3	-13	-30	3	1	-10	-2	11
COc1ccc(NC(=O)N2CCC(c3nc4ccccc4[nH]3)CC2)cc1	-6	0.8	4	4	-2	-2	-11	-2	1
CCOc1cc(N2CCOCC2)c(OCC)cc1NC(=S)NCCCOC	4	0.6	-10	-13	3	0	5	-2	9
Cc1ccc(/C=C(\C#N)C(=O)NCCN2CCOCC2)cc1	1	-1.5	17	-1	-2	-4	-1	-2	21
Cc1cc(/C=C2/NC(=S)NC2=O)c(C)n1-c1cccnc1	11	2.3	-4	28	-3	4	30	0	-8
O=C(CCNC(=O)c1ccccc1)N/N=C/c1ccc([N+](=O)[O-])cc1	-3	0.4	2	19	-1	-1	8	0	-7
COc1ccc(CC2CCOC2=O)cc1 (stereo unspecified)	6	0.5	11	9	0	-2	-4	0	13
O=C1C=C(Nc2ccc(Cl)cc2)CC(c2ccco2)C1 (stereo unspecified)	24	1.4	-10	8	-3	-1	14	2	15
O=C(c1ccco1)N1N=C(c2ccc(Cl)cc2)CC1c1ccco1 (stereo unspecified)	17	-1.3	-3	26	0	7	7	-3	27
CCn1ccnc1CNC(=O)C1CCC(=O)N(Cc2ccccc2F)C1 (stereo unspecified)	-11	-1.4	12	7	1	-1	-8	0	-8
c1coc(-c2ccnc3nc(-n4cccc4)nn23)c1	12	0.8	-2	3	-2	0	2	-6	-5
O=C(CN1CCN(Cc2ccc3c(c2)OCO3)CC1)Nc1cc(S(=O)(=O)N2CCCC2)ccc1Cl	-9	-2.4	5	11	-2	-3	6	-4	-10
Cc1ccc(-c2nn(-c3ccccc3)cc2/C=C/C(=O)Nc2cccc(S(N)(=O)=O)c2)cc1	3	6.8	13	-1	-2	-2	1	29*	2
COc1ccc(OC)c(NC(=O)C2CCCN(S(=O)(=O)c3cccc4nonc34)C2)c1 (stereo unspecified)	18	0.9	8	24	0	-4	20	1	18
O=S(=O)(c1cccs1)N1CCN(c2ccccc2F)CC1	13	0.2	43	17	0	-3	9	-3	28
CN(C(=O)c1cccc(NC(=O)Cc2cccc([N+](=O)[O-])c2)c1)C1CC1	10	-0.7	3	15	-2	-1	4	2	15
CC(=O)Nc1cc(C(C)C)c(O)c(C(C)C)c1	-5	4.9	-2	-15	-1	2	10	-1	-3
Cc1ccc(NC(=O)CN2C(=O)S/C(=C\c3ccc(OCC(=O)O)c(Br)c3)C2=O)cc1	-6	0.7	9	13	-1	0	-1	-3	1
CCOc1ccc(CN2CCNC(=O)C2CC(=O)OC)cc1 (stereo unspecified)	2	-0.4	21	10	-3	-1	1	0	-13
O=C(COc1ccccc1O)NC1CCCC1	-14	3.0	7	8	-4	1	-9	-2	3
Cc1ccccc1NC(=O)NCc1ccccn1	3	0.8	-3	-4	-1	-2	5	0	6
Cn1cnnc1SCC(=O)c1ccc2c(c1)OCCO2	12	3.1	13	-6	-2	0	-1	-2	6
O=C(O)c1ccc(-c2ccco2)n1Cc1ccccc1	0	0.2	-8	14	1	1	-5	3	8
Cc1cccc(N2CCN(C(=O)C3COc4ccccc4O3)CC2)c1C (stereo unspecified)	4	3.6	12	-2	3	2	-39	-3	-107
Cc1ccc(S(=O)(=O)c2nc(NCCCn3ccnc3)sc2Cl)cc1	13	-1.0	6	-1	-2	0	0	-1	-5
O=C(Nc1nnc(-c2ccc(F)cc2)o1)C1CCCN1S(=O)(=O)c1cccs1 (stereo unspecified)	-2	1.2	2	12	4	0	-12	0	4
COC(=O)CNC(=O)C12CC3(C)CC(C)(CC(C)(C3)C1)C2	19	-2.6	15	2	0	-1	12	4	28
Cc1ccc(S(=O)(=O)C2(C(=O)N3CCCCCC3)CC2)cc1	17	0.0	-6	33	-6	1	-1	2	14
Oc1ccc2ccccc2c1C=NCc1ccccc1	4	2.4	16	-6	9	-1	8	-1	65*
NC(=O)CS(=O)(=O)c1ccc(Cl)cc1	14	-2.0	13	-33	-2	1	16	-3	-7
Clc1ncn(CCOc2ccccc2)c1Cl	21	-0.9	29	14	0	1	4	-2	-5
Cn1cccc1CC(=O)NNC(=S)Nc1ccccc1Cl	11	0.7	27	19	-4	-1	6	-2	2
N#CCc1ccc(NC(=O)Nc2cccc3ccccc23)cc1	13	2.7	4	-7	-1	-2	1	21*	4
CC(C)(C)C(=O)N(Cc1nc2ccccc2c(=O)[nH]1)Cc1cccs1	27	1.2	-1	-6	2	-1	21	-1	20
CC(C)C(=O)Nc1ccc2c(c1)Cc1cc(NC(=O)C(C)C)ccc1-2	-6	-0.5	18	24	-2	-4	-11	3	-6
Cc1ccccc1Oc1nc2c(c(=O)n(C)c(=O)n2C)n1C	0	0.9	22	3	-3	1	-14	-4	9
CCOc1ccc(C(=O)NCC2OCCc3ccccc32)cc1 (stereo unspecified)	21	-0.3	26	3	2	1	-5	3	24
Cc1cccc(N2C(=O)CC(N(O)c3ccccc3)C2=O)c1 (stereo unspecified)	11	20	32	-8	7	9	-6	-3	17
C/C=C/CSc1nc2c(c(=O)[nH]c(=O)n2C)n1CCC	10	1.0	-3	2	-2	0	6	0	12
CN(CCc1ccccn1)C(=O)c1ccc(OC2CCN(Cc3ccccn3)CC2)cc1	-4	-1.3	8	14	-9	-4	-7	0	-1
CC(C)(C)OC(=O)NCC(=O)NCC(=O)OCc1ccccc1	-8	0.6	3	6	-3	-1	0	5	0
COC(=O)c1ccc(/C=C/C(=O)c2cccc(OC)c2)cc1	42*	7.6	28	24	-8	1	20	7	36
COC(=O)c1c(-c2ccc(SC)cc2)sc2ccccc12	17	3.0	12	-30	-4	4	2	2	21
Cc1ccnc(NC(=O)CNC(=O)c2sc3ccccc3c2Cl)c1	-4	1.4	15	-4	-1	-3	7	2	-23
O=C(Cc1ccccc1)NCCSC1CCCCC1	10	1.2	25	-5	-2	-1	-13	0	15
CC(CC(=O)N1CCc2ccccc21)n1cccn1 (stereo unspecified)	4	2.8	22	10	-1	2	-1	-2	1
More results
SMILES	tim10-1 inh	UPR CHOP act	NALP3 yeast inh	Mdm2 MdmX PPI	APJ agonist	XBP1 UPR activ	TIM10 inh	NR3A LBD binder	tim23-1 inh
Cc1cccc(NS(=O)(=O)c2cccc(C(=O)N3CCCCCC3)c2)c1	8	4.6	17	16	3	-2	1	0	23
CCC(C)NC(=O)C1CCCN1S(=O)(=O)c1ccc(Cl)cc1 (stereo unspecified)	-7	0.3	15	2	0	-2	1	0	11
COc1cc(C(=O)NCCCc2ccccc2)cc(OC)c1OC	19	-0.2	9	-2	-2	-6	8	-3	11
Cc1ccc(NC(=S)NCCN(C2CCCCC2)C2CCCC2)cc1	8	0.4	9	10	-3	0	11	2	24
Cc1ccc(-n2nnc3c(=O)n(Cc4ccccc4C)cnc32)cc1	-17	1.1	-1	-6	-4	-1	-2	2	1
COc1ccc(CNCc2ccccc2[N+](=O)[O-])cc1OC	8	-0.7	17	11	-2	-1	5	-1	10
Cn1c2ccccc2c2ncn(Cc3ccco3)c(=O)c21	28	-0.1	11	17	-2	4	26	1	31
Cc1cc(Br)ccc1NC(=O)c1ccc(-n2cncn2)c([N+](=O)[O-])c1	-3	1.8	6	19	6	-2	5	-1	5
CN(C)C(CNC(=O)CCCc1c[nH]c2ccccc12)c1ccco1 (stereo unspecified)	12	-3.4	-6	20	-3	-1	-9	7	-5

Screening data (PubChem BioAssay)
